# KCNK3 block: human KCNK3 channel inhibitors, primary screen, CHO cells, FluxOR thallium flux, B-score; AID 602410, 2012; FluxOR fluorescence; stronger effect = lower value; 0.84% of 340,000 active; B-score at 10 µM; Potassium channel subfamily K member 3 (Homo sapiens), O14649;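 active means B-score under library mean minus 4 SD, starting fluorescence ratio at most library mean plus 5 SD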;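 further: more negative B-score means stronger inhibition of thallium flux through KCNK3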
# Target sequence (O14649 whole entry, looked up): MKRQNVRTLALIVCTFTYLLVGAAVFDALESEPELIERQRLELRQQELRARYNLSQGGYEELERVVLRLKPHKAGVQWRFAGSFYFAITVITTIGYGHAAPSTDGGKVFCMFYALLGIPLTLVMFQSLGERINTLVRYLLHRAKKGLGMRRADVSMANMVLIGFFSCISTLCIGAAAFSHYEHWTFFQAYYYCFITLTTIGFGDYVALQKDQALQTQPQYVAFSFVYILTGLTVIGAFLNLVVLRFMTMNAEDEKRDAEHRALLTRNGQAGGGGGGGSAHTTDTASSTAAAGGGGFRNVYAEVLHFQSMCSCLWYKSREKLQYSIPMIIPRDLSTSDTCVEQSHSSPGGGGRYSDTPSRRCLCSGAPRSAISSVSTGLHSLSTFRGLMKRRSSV
# Dyrk1A ADPGlo: rat Dyrk1A kinase inhibitors, primary screen, biochemical, single point, plate reader; Dual specificity tyrosine-phosphorylation-regulated kinase 1A (Rattus norvegicus), Q63470; ADP-Glo luminescence, NFATc1 peptide; 0.43% of 310,000 active; inhibition, % at 12.5 µM; in the data active means inhibition above about 50%;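 further: plate controls were vehicle with enzyme for no effect and no enzyme for full effect; many of its hits are not listed in these tables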
# GSK3A inh: blockers of GSK3A enzyme activity – biochemical, luminescence, cell-free homogeneous, HTS, primary screen; Glycogen synthase kinase-3 alpha (Homo sapiens), P49840; GSK-3 alpha kinase, ADP-Glo luminescence, 60 min; inhibition, % at 10 µM; 0.1% of 320,000 active; AID 2650, 2010;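 in the data active means inhibition above about 50%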;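 further: GST-tagged GSK-3 alpha with peptide substrate and 25 µM ATP; 0% = DMSO neutral wells and 100% = GW8510 positive control wells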
# Target sequence (P49840 whole entry, looked up): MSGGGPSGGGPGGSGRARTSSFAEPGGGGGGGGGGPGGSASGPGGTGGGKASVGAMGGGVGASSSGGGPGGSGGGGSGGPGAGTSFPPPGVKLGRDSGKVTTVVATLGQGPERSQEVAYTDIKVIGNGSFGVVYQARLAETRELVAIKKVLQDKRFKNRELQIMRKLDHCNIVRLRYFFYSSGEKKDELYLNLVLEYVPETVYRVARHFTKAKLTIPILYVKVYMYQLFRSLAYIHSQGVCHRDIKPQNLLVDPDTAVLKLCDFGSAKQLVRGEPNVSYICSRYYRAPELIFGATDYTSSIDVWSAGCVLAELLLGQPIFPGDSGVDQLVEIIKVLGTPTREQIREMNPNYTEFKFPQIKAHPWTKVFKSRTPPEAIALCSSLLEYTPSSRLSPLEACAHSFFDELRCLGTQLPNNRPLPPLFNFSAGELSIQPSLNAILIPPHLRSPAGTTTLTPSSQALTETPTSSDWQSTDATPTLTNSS
# The depositor's hits bear a star; i = inactive. An excerpt; the hit share may differ from the screen's.
SMILES,KCNK3 block,Dyrk1A ADPGlo,GSK3A inh
CC(C)CCNC(=O)NC(=O)CSc1ccc(S(=O)(=O)N2CCOCC2)cn1,i,-2,-3
COc1ccc2c(c1)OC[C@H]1[C@H]2N2C(=O)CN(CCc3c[nH]c4ccccc34)C(=O)[C@@]2(C)[C@H]1c1ccccc1,i,1,-2
CCc1cc2cc(C)cc(C)c2nc1SCC(=O)N1CCCC1,i,1,0
O=C1CC(c2ccccc2)CC(=O)N1c1ccc(C(F)(F)F)cc1,i,3,-2
O=C(CN1C(=O)NC2(CCCC2)C1=O)N1CCN(S(=O)(=O)c2cc(Cl)ccc2Cl)CC1,i,-2,0
O=C(COC(=O)Cc1n[nH]c(=O)c2ccccc12)Nc1ccc(Cl)cn1,i,-1,1
Clc1ccc(-c2nnc3sc(-c4ccc(Br)o4)nn23)cc1,i,0,-3
COc1cc(CCCN2CCNC[C@@H]2CC2CCCCC2)cc(OC)c1OC,i,-2,1
Cc1cccc(C(=O)OCC(=O)N2CCCCCC2)c1,i,-3,-4
Cc1cc(NC(=O)COC(=O)c2c(C)c(C)c(C)c(C)c2C)no1,i,-5,-2
Cc1ccc(S(=O)(=O)N2[C@@H](c3ccccc3)C(C(=O)O)=CC[C@H]2c2cccc(Cl)c2)cc1,i,-5,1
O=C(NCC(=O)N1CCCCCCC1)c1ccccc1Cl,i,1,-2
Cc1ccc(S(=O)(=O)N2CCCCC2)cc1NC(=O)c1cc(F)c(F)c(F)c1F,i,-4,-2
O=C(COc1cccc(Br)c1)Nc1ccc(Cl)c(S(=O)(=O)N2CCOCC2)c1,i,-3,0
COc1ccccc1CNC(=O)C(Cc1ccccc1)NC(=O)c1ccccc1 (stereo not given),i,2,-4
Cc1ccc(-n2ncc3c(NCc4ccco4)ncnc32)c(C)c1,i,0,2
CCN(CC(=O)Nc1ccccc1OC)Cc1csc(CC(=O)Nc2ccc(C)cc2)n1,i,2,1
COC(=O)[C@H](CC(C)C)NS(=O)(=O)N[C@@H](CC(C)C)C(=O)OC,i,-1,-2
CC1CCN(C(=O)COC(=O)c2ccc3ccccc3n2)CC1,i,4,4
C#CCOCCOCCOCCNc1nc(N2CCN(C(=O)CCCCCCCCCCNC(=O)[C@@H](CCSC)n3cc(CCO)nn3)CC2)nc(N2CCN(C(=O)CCCCCCCCCCNC(=O)[C@H](CCC(=O)O)n3cc(CCCCCN)nn3)CC2)n1,i,-1,-1
O=C(CNC(=O)c1cccc(-n2cnnn2)c1)Nc1ccc(F)c(F)c1,i,-1,2
CC1CCN(S(=O)(=O)c2cc(C(=O)NC3(C)CCS(=O)(=O)C3)ccc2Br)CC1 (stereo not given),i,-4,-4
C=CC[C@@H](CC(=O)N[C@@H](CO)Cc1ccccc1)C(=O)NCCOC(=O)[C@@H](CC=C)Cc1ccc(F)cc1,i,3,2
CCCCn1c(/N=C/c2ccccc2NS(=O)(=O)c2ccc(C)cc2)nc2ccccc21,i,2,-3

# 5 compounds from above, sorted by their value in Dyrk1A ADPGlo, ascending:
SMILES,KCNK3 block,Dyrk1A ADPGlo,GSK3A inh
Cc1cc(NC(=O)COC(=O)c2c(C)c(C)c(C)c(C)c2C)no1,i,-5,-2
Cc1ccc(S(=O)(=O)N2CCCCC2)cc1NC(=O)c1cc(F)c(F)c(F)c1F,i,-4,-2
O=C(CN1C(=O)NC2(CCCC2)C1=O)N1CCN(S(=O)(=O)c2cc(Cl)ccc2Cl)CC1,i,-2,0
O=C(CNC(=O)c1cccc(-n2cnnn2)c1)Nc1ccc(F)c(F)c1,i,-1,2
O=C(NCC(=O)N1CCCCCCC1)c1ccccc1Cl,i,1,-2

# Remaining list, next part:
SMILES,KCNK3 block,Dyrk1A ADPGlo,GSK3A inh
CC(OC(=O)Cc1c(F)cccc1Cl)C(=O)NC1CCCCC1C (stereo not given),i,-1,6
CN1C(=O)[C@H]2[C@@H](/C=C/c3ccccc3)N3C(=O)CN(Cc4ccc(-c5ccccc5)cc4)C(=O)[C@@]3(C)[C@H]2C1=O,i,0,0
Cc1[nH]c2ccccc2c1C(=O)CSc1nnc(C2CC2)o1,i,-8,-4
CC(CNC(=O)CN1C(=O)C(=O)N(C2CCCC2)C1=O)c1ccccc1 (stereo not given),i,3,-3
COc1cc2c(cc1OC)CN(C(=O)CN1C(=O)NC3(CCC(C)CC3)C1=O)CC2 (stereo not given),i,2,-4
CC(C)(C)OC(=O)C[C@@H]1C/C=C\C[C@@H](CC(=O)N[C@H](CO)Cc2ccccc2)C(=O)NC[C@H](c2ccccc2)OC1=O,i,-1,-1
CC(=O)c1cc(F)ccc1OCC(=O)Nc1ccc2c(c1)OCO2,i,-4,-3
Cc1cc(C(=O)COC(=O)c2ccccc2O)c(C)n1CC1CCCO1 (stereo not given),i,10,3
COc1ccc(OC)c(-c2nnc3n2N=C(c2ccc(OC)c(OC4CCCC4)c2)CS3)c1,i,13,-1
CC(=O)Nc1ccc(C(=O)CN2C(=O)NC3(CCOc4ccccc43)C2=O)c(F)c1 (stereo not given),i,1,-1
CCOC(=O)c1nn(-c2ccccc2)c(=O)c2c(N)scc12,i,17,-1
Cc1cccc(C)c1OCCOC(=O)c1cccc(S(=O)(=O)N2CCOCC2)c1,i,0,3
Cc1cc(C)cc(OCC(=O)Nc2ccc(N3CCOCC3)cc2N2CCOCC2)c1,i,4,-3
COc1ccc(CNC(=O)COC(=O)C2(C)CC2(Cl)Cl)cc1 (stereo not given),i,2,2
CCN(C(=O)CSc1nccn1C)c1cccc2ccccc12,i,-3,-3
CN(c1ccccc1)S(=O)(=O)c1cccc(C(=O)NC2CC(C)(C)NC(C)(C)C2)c1,i,1,3
CCn1c(SCC(=O)NCC2CCCO2)nc2ccccc21 (stereo not given),i,1,0
C=CCn1c(SCC(=O)N(C)CC(=O)Nc2ccc(C)cc2)nnc1-c1ccncc1,i,10,-2
Cc1c(Cl)cccc1NC(=O)CNC(=O)Cc1n[nH]c(=O)c2ccccc12,i,7,-1
COc1cccc(N2CCN(CC(=O)Nc3ccc(S(=O)(=O)N4CCCCCC4)cc3)CC2)c1,i,-2,-1
c1ccc(NC2=NCCN2CC2CCCCCC2)cc1,i,-10,-1
CCCCN(C(=O)C(C)(C)Oc1ccc(Cl)cc1)c1c(N)n(CCC)c(=O)[nH]c1=O,i,0,-1
COC(=O)c1ccccc1S(=O)(=O)NNC(=O)c1nn(C)c(=O)c2ccccc12,i,-2,-3
CC(=O)CSc1ccc(S(=O)(=O)N2CCN(C)CC2)cn1,i,-4,1
Cc1nn(-c2ccc(C(=O)N3CCN(S(=O)(=O)c4ccccc4C(F)(F)F)CC3)cc2)c(C)c1Cl,i,-2,-1
CCN1C(=O)C(=O)N(CC(=O)Nc2cc(C)ccc2C)C1=O,i,6,16
O=C(COC(=O)Cc1ccc(F)cc1)NC1CCCCC1,i,-2,0
COC(=O)c1cc(C(=O)OCC(=O)NCc2cccs2)cc([N+](=O)[O-])c1,i,1,-3
CSc1ccc(/C=C/C(=O)OCC(=O)NC2CC2)cc1,i,-2,-1
FC(F)(F)c1ccccc1-n1ccnc1,i,-3,-3
O=C(NNC(=O)c1ccc(Br)s1)c1ccc(F)c(S(=O)(=O)N2CCOCC2)c1,i,3,1
COc1cc(OC)cc(-c2c(C#Cc3ccsc3)c3cc(-c4cnc(OC)nc4)ccc3n2C)c1,i,-2,-3
COc1ccc2oc(=O)c(-c3nc(C)cs3)cc2c1,i,24,0
COc1ccc(-c2c(-c3cc(OC)cc(OC)c3)n(C)c3ccc(-c4cnc(N)nc4)cc23)cc1,i,-16,-4
Cc1noc(C)c1COc1ccc(C(=O)OCC(=O)NC2CCCCC2C)cc1 (stereo not given),i,-8,1
CCN1CCN(C(=O)N[C@@H](C(=O)N[C@@H]2C(=O)N3C(C(=O)O)=C(CSc4nnnn4C)CS[C@H]23)c2ccc(O)cc2)C(=O)C1=O,i,-3,-2

# Entries shown so far that have a COOH group, in the order listed:
SMILES,KCNK3 block,Dyrk1A ADPGlo,GSK3A inh
Cc1ccc(S(=O)(=O)N2[C@@H](c3ccccc3)C(C(=O)O)=CC[C@H]2c2cccc(Cl)c2)cc1,i,-5,1
C#CCOCCOCCOCCNc1nc(N2CCN(C(=O)CCCCCCCCCCNC(=O)[C@@H](CCSC)n3cc(CCO)nn3)CC2)nc(N2CCN(C(=O)CCCCCCCCCCNC(=O)[C@H](CCC(=O)O)n3cc(CCCCCN)nn3)CC2)n1,i,-1,-1
CCN1CCN(C(=O)N[C@@H](C(=O)N[C@@H]2C(=O)N3C(C(=O)O)=C(CSc4nnnn4C)CS[C@H]23)c2ccc(O)cc2)C(=O)C1=O,i,-3,-2

# The list goes on.
SMILES,KCNK3 block,Dyrk1A ADPGlo,GSK3A inh
CCOc1ccc(OCCC(=O)OCC(=O)NCCc2ccc(S(N)(=O)=O)cc2)cc1,i,1,-1
Nc1cc(S(=O)(=O)N2CCOCC2)ccc1N1CCCCC1,i,-2,-2
CCN(CC(=O)Nc1ccccc1OC)C(=O)CC1CC2CCC1C2 (stereo not given),i,-7,2
COc1cccc(CNC(=O)COC(=O)CCc2cc(OC)c(OC)c(OC)c2)c1,i,-3,0
CC(=O)Nc1ccc(N2S(=O)(=O)c3ccccc3S2(=O)=O)cc1,i,-1,0
Cc1cc(OCC(=O)OCC(=O)N(C)Cc2ccccc2C)ccc1Cl,i,5,-1
CC(Sc1nnc(C(C)Oc2ccccc2F)o1)C(=O)NCc1ccc2c(c1)OCO2 (stereo not given),i,1,0
CCOC(=O)N1CCN(c2cc(NCCC(=O)O)c3c4c(onc24)-c2ccccc2C3=O)CC1,i,14,5
CN(c1ccccc1)S(=O)(=O)c1cccc(NC(=O)Cc2n[nH]c(=O)c3ccccc23)c1,i,-2,7
CC(Oc1ccccc1F)c1nnc(SCC(=O)N(c2ccccc2)C2CCS(=O)(=O)C2)o1 (stereo not given),i,-7,-1
COc1ccc(/C=C/C(=O)OCC(=O)Nc2ncc(Cl)cc2Cl)cc1,i,1,-3
CC(Oc1cccc(Cl)c1)C(=O)NNC(=O)c1cccnc1 (stereo not given),i,-3,-3
CCn1c(CSc2nnc(-c3ccc4c(c3)OCO4)o2)nc2cc(S(=O)(=O)N(C)C)ccc21,i,9,7
O=C(Nc1ccccc1)OCC(CN1CCCCC1)OC(=O)Nc1ccccc1 (stereo not given),i,-2,-1
COc1ccc([C@H]2CC(=O)C=C(c3ccc4c(c3)OCO4)C2)cc1OC,i,6,-3
Cn1c(-c2ccc(N)cc2)nc2ccccc21,i,16,-1
COc1ccc(N(CCOc2ccccc2)S(=O)(=O)c2ccccc2)cc1,i,-3,5
CC1CCN(C(=O)Cn2cc(C(F)(F)F)ccc2=O)c2ccccc2S1 (stereo not given),i,-4,-1
COc1ccccc1CN(C)C(=O)CSCC(=O)Nc1ccccc1F,i,-1,-2
O=C(CC1CC2CCC1C2)N1CCN(S(=O)(=O)c2ccccc2C(F)(F)F)CC1 (stereo not given),i,-2,0
C[C@H](CO)N1C[C@H](C)[C@@H](CN(C)CC2CCCCC2)Oc2ccc(NS(C)(=O)=O)cc2C1=O,i,3,-1
CCOc1ccccc1N1CCN(Cc2ccc(OC)c(OC)c2)CC1,i,-3,-2
O=C(OCc1c(-c2ccccc2)ncc2ccccc12)c1ccc(C(F)(F)F)cc1,i,-2,0
O=C(CSc1nc2ccccc2c(=O)n1-c1ccccc1F)N1CCOCC1,i,1,-1
COc1ccccc1CNC(=O)COC(=O)c1ccc([N+](=O)[O-])o1,i,-5,1
Cc1ccc(CNC(=O)c2cc(S(=O)(=O)N3CCCCC3)ccc2N2CCOCC2)cc1,i,-4,-6
C=CCN(CC(=O)Nc1cccnc1)S(=O)(=O)c1ccc(Cl)cc1,i,-4,3
COc1cccc(NC(=O)C(C)(C)C)c1,i,14,-2
Cc1cccc(C(=O)NCC(=O)OCC(=O)N(C)CC(=O)Nc2ccccc2Cl)c1,i,-4,2
CCn1c(NN)nc2sc3c(c2c1=O)CCC3,i,7,4
NC(=O)C1CCN(c2nc(-c3ccc4ccccc4c3)cs2)CC1,i,11,4
COc1cc(C(=O)NNC(=O)c2ccc3ccccc3n2)cc(OC)c1OC,i,-3,-1
COc1ccc(CCN(C)C(=O)CCNS(=O)(=O)c2ccccc2C(F)(F)F)cc1OC,i,4,-4
COc1ccccc1N1CC(C(=O)NCC2COc3ccccc3O2)CC1=O (stereo not given),i,-6,-4
Cc1ccccc1OCC(=O)NNC(=O)c1ccoc1C,i,-6,0
O=C(CN1c2cccc3cccc(c23)S1(=O)=O)Nc1ccccc1Br,i,1,0
COC(=O)c1ccc(CNC(=O)c2ccc(S(=O)(=O)N3CCCC(C)C3)cc2)cc1 (stereo not given),i,-2,4
Nn1cnn(Cc2ccccc2)c1=S,i,8,1
C=CCn1cc(C(=O)NCCCOC)c(=O)c2cc(S(=O)(=O)N3CCC(C)CC3)ccc21,i,0,3
Cc1ccc2c(CN3CCN(S(=O)(=O)c4ccccc4C(F)(F)F)CC3)cc(=O)oc2c1C,i,5,-1
CC(NC(=O)COC(=O)c1ccccc1F)C1CC2CCC1C2 (stereo not given),i,-3,-11
CCCCC1CCC(C(=O)N(CCOC)c2c(N)n(CC(C)C)c(=O)[nH]c2=O)CC1 (stereo not given),i,-4,-2
c1ccc2c(CCN3CCNC[C@H]3Cc3cccc4ccccc34)cccc2c1,i,6,-3
C#CCOCCOCCOCCNc1nc(N2CCN(C(=O)[C@H](CCCN=C(N)N)n3cc(C(N)[C@@H](C)CC)nn3)CC2)nc(N2CCN(C(=O)[C@H](CC(N)=O)n3cc([C@@H](N)CC(N)=O)nn3)CC2)n1 (stereo not given in full),i,4,2
Nc1nc(N)nc(-c2ccc(Cl)c(Cl)c2)n1,i,84*,13

# Bioassay records from PubChem.
